From PubChem BioAssay
TDP1 cell CPT – qHTS for Inhibitors of human tyrosyl-DNA phosphodiesterase 1 (TDP1): qHTS in cells in presence of CPT; AID 686979, 2013; actives 12% (n = 420,000); chicken DT40 Tdp1-/-;hTDP1 cells + 20 nM CPT, ATP luminescence, 48 h; Potency, µM (titrated, usually from 46.2 µM), for the others: top-dose activity change, negative = growth inhibition, most hits filed as inhibitors; also: nearly all actives have a fitted effect of over 55% in size
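Chicken DT40 Tdp1-/- cells complemented with human TDP1, 400 cells/well, exposed to compounds plus 20 nM camptothecin for at least 48 h at 37 C; viability read as ATP content by CellTiter-Glo luminescence.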
TDP1 cell noCPT – qHTS for Inhibitors of human tyrosyl-DNA phosphodiesterase 1 (TDP1): qHTS in cells in absence of CPT; actives 15% (n = 420,000); AID 686978, 2013; Potency, µM (highest dose often 46.2 µM), for the others: at the highest dose activity change, negative = growth inhibition, actives largely listed as inhibitors; DT40 Tdp1-/- hTDP1 cells, no CPT, ATP luminescence, 48 h; also: nearly all actives have a fitted effect of over 55% in size
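Chicken DT40 Tdp1-/- cells complemented with human TDP1, screened without camptothecin (DMSO vehicle only), 400 cells/well. Compounds pin-transferred, cells incubated at 37 °C for at least 48 hr. Growth read as ATP-dependent luminescence (CellTiter-Glo, 30 min at RT).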
TDP1 block – qHTS Assay for Inhibitors of Tyrosyl-DNA Phosphodiesterase (TDP1) | recombinant TDP1, AlphaScreen DNA substrate cleavage | Potency, µM (series often up to 130 µM), without a hit: top-dose activity change, negative = inhibition, hits mostly inhibitors | AID 485290, 2010 | actives 0.28% (n = 350,000) | Tyrosyl-DNA phosphodiesterase 1 (Homo sapiens), Q9NUW8; also: nearly all actives have a fitted effect of over 40% in size
Target sequence (Q9NUW8 whole entry, looked up): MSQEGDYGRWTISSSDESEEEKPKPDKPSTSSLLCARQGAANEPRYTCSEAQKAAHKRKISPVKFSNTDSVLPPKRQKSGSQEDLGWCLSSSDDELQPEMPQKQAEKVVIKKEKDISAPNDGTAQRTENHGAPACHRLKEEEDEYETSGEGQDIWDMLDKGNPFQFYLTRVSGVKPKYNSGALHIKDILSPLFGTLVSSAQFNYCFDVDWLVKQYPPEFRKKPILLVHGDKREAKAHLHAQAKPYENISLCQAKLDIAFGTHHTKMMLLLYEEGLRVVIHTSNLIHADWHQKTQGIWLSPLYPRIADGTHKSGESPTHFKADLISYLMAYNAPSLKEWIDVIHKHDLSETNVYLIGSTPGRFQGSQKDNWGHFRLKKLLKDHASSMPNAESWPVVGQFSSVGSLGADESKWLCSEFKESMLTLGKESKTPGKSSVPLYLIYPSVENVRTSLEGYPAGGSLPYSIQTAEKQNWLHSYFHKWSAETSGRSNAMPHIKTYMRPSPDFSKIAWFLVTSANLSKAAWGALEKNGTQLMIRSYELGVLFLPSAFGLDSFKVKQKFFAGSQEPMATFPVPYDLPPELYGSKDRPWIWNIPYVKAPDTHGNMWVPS
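E. coli-derived human Tdp1, 1 nM final. Cpd preinc 15 min RT; substrate 15 nM final, 5 min RT; AS bead mix 10 ug/ml final, 10 min RT. Signal loss = tyrosine-FITC cleavage. No-enzyme wells = max signal.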
Active calls of the source: *; ? = inconclusive; . = not tested or not shown; & = joins results of further samples; [ ] = dose if it differs, or a comment. Calls follow the shape of the dose curve; as a rule, active = well fitted curve in the direction sought with a large enough effect; inconclusive = small, poorly fitted or top-dose-only effect, or another doubt; inactive = no such curve, though single readings can be large; an effect the other way counts as inactive or inconclusive. % is scaled to controls: 0 for no effect and ±100 for the full control effect; potency is read from the fitted curve at half-maximal effect. An unsorted share of the library. About 18% of those tested had a hit in this group.

| structure | TDP1 cell CPT | TDP1 cell noCPT | TDP1 block |
| --- | --- | --- | --- |
| O=C(O)CCc1ccccc1OC(=O)c1ccccc1 | 0% | 7% | . |
| CN(CC1CCCO1)S(=O)(=O)c1ccc(C(=O)Nc2nc(-c3ccccn3)cs2)cc1 (configuration not stated) | 1.5µM* | 1.8µM* | 8% |
| Cc1cc(C)nc(NC(=O)CCCC(=O)O)c1 | 3% | 5% | 2% |
| O=C(NCCCn1ccnc1)c1cc(-c2cccc(O)c2)on1 | -17% | -13% | . |
| Cc1ccccc1NC(=O)c1ocnc1C | -6% | -14% | 3% |
| O=C(Nc1cccc(Br)c1)/C(=C\c1cccnc1)NC(=O)c1ccco1 | 19% | 16% | 1% |
| Cc1cc(C)cc(NC2=CC(c3cccc(F)c3)N(c3cc(C)cc(C)c3)C2=O)c1 (configuration not stated) | ? | ? | -2% |
| COc1ccc(NC(=O)c2cccnc2)c(OC)c1 | -5% | 3% | -2% |
| CCc1ccc(NC(=O)C(=O)NCC(c2cccnc2)N2CCN(Cc3ccccc3)CC2)cc1 (configuration not stated) | 12µM* | 8.2µM* | -5% |
| Cc1ccsc1C(=O)N(Cc1cc2ccc(F)cc2nc1N1CCC(O)CC1)CC1CCCO1 (configuration not stated) | 9%[9.04 µM] | -5% | . |
| CCOC=C1C(=O)N(C(C)=O)c2cc(OC)c(OC)cc21 | ? | -17% | . |
| Cc1ccc(C(c2cc(Cl)c3cccnc3c2O)N2CCN(C)CC2)cc1 (configuration not stated) | ? | ? | . |
| COC(=O)c1ccccc1NC(=S)NC(=O)CC(C)C | -26% | 0% | 1% |
| CCOc1ccc(NC(=O)c2c[nH]n3c(=O)cc(C4CCN(C(=O)OC(C)(C)C)CC4)nc23)cc1 | 7% | 5% | . |
| CCc1nc2c(OCC3COc4ccccc4O3)cccn2c1N(C)C(=O)c1ccccc1F (configuration not stated) | 21µM* | 21µM* | . |
| c1ccc(C[n+]2csc3ccccc32)cc1 | 1µM* | 1µM* | 9% |
| CCOC(=O)C1CCCN(C(=O)c2cc(-c3ccco3)nc3ccccc23)C1 (configuration not stated) | -10% | -1% | . |
| S=c1[nH]nc(-c2ccco2)n1/N=C/c1ccc(Br)s1 | ? | -1% | -10% |
| COCCN(CCOC)C(=O)N1CCOCC1 | 3% | -1% | 4% |
| COc1ccc2oc(C(=O)OCC(=O)NC3CCCC3)c(C)c2c1 | -28% | 6% | 2% |

Pulled by structure from the list above, 3 records:
| structure | TDP1 cell CPT | TDP1 cell noCPT | TDP1 block |
| --- | --- | --- | --- |
| CCOC(=O)C1CCCN(C(=O)c2cc(-c3ccco3)nc3ccccc23)C1 (configuration not stated) | -10% | -1% | . |
| Cc1ccc(C(c2cc(Cl)c3cccnc3c2O)N2CCN(C)CC2)cc1 (configuration not stated) | ? | ? | . |
| CCc1ccc(NC(=O)C(=O)NCC(c2cccnc2)N2CCN(Cc3ccccc3)CC2)cc1 (configuration not stated) | 12µM* | 8.2µM* | -5% |

Remaining list, next part
| structure | TDP1 cell CPT | TDP1 cell noCPT | TDP1 block |
| --- | --- | --- | --- |
| COc1cccc(C2c3c(oc4ccc(F)cc4c3=O)C(=O)N2CCCN2CCOCC2)c1 (configuration not stated) | -25% | -7% | 5% |
| C(=N\N=C\c1cccs1)/c1cccs1 | 2% | -6% | 4% |
| CCCCc1ccc(NC(=O)COCC)cc1 | -12% | -7% | 1% |
| COCCNc1nc2cc(-c3ccccc3C)sc2c(=O)n1C | 18µM* | ? | . |
| Cc1ccc(Cn2c(C(=O)O)c(CNCc3ccccc3Cl)c3ccc(C)cc32)cc1 | 23µM* | ? | 3% |
| O=C(Cc1cccs1)NNC(=S)NC(=O)c1ccco1 | ? | 29µM* | 4% |
| COc1ccccc1OCC(=O)Nc1ccccc1C(=O)N1CCCC1 | -19% | -10% | . |
| CN(C)S(=O)(=O)c1ccc(N2CCCC2)c(C(=O)Nc2nc(-c3cc(F)ccc3F)cs2)c1 | -19% | -10% | 3% |
| O=C(NNC(=O)C1CCN(C(=O)Nc2ccccc2)CC1)c1ccc(F)cc1 | -6% | -2% | 0% |
| CCc1sc(-c2cc3cccc(OC)c3oc2=O)nc1-c1cc(C)ccc1C | ? | ? | -6% |
| CCCN1CCN(S(=O)(=O)c2ccc(-n3cnnn3)cc2)CC1 | 6% | 8% | 6% |
| COc1ccc(CCNC(=O)CN2C(=O)C(=O)N(C3CCCC3)C2=O)cc1OC | -9% | 12% | -2%[56.1 µM] |
| O=C1N(c2ccccc2)C(c2ccc(Cl)cc2)N2CCCN12 (configuration not stated) | 2% | -22% | 1% |
| O=C(Nc1scc(-c2ccc(F)cc2)c1C(=O)O)c1ccco1 | -25% | ? | -2% |
| O=C(/C=C/C(Cl)(Cl)Cl)Nc1ccc(Cl)cc1 | 4.6µM* | 5.2µM* | . |
| Cc1ccc(-c2cc(C(=O)NCC3(N(C)C)CCCCC3)c3ccccc3n2)o1 | -20% | ? | . |
| Cn1c(N)c(C(=O)COC(=O)C2CCN(S(=O)(=O)c3cccs3)CC2)c(=O)n(C)c1=O | -18% | -18% | 1% |
| O=C(/C=C/c1ccccc1)NCCCNC(=O)/C=C/c1ccccc1 | -6% | -20% | 0% |
| CCCN(C)C[C@@H]1OCc2cnnn2CCCC(=O)N([C@H](C)CO)C[C@H]1C | -8% | -6% | . |
| O=C(CCN1CCCC1)Nc1cccc(Br)c1 | -12% | -16% | 5% |
| CC(NC(=O)Cn1c(=O)oc2cc(S(=O)(=O)NCc3ccccc3)ccc21)c1ccccc1 (configuration not stated) | ? | ? | 0% |
| Cc1ccc(C(=O)CC(C(=O)O)n2cnc([N+](=O)[O-])n2)cc1 (configuration not stated) | ? | ? | 6% |
| CC(=O)Nc1nc(C)c(Oc2ccccc2)c(=O)[nH]1 | 4% | -13% | 5% |
| Cc1ccc(C(=O)N2CCC3(CC2)Oc2ccc(Cl)cc2C(=O)C32CC(c3ccccc3)=NO2)s1 (configuration not stated) | -8% | -15% | 5% |
| Cn1c(=O)c2c(ncn2CC(=O)Nc2cc(S(=O)(=O)N3CCCCC3)ccc2O)n(C)c1=O | 1% | -2% | 3% |
| CCOC(=O)c1oc2cc(OC(C)=O)ccc2c(=O)c1-c1ccc(OC)c(OC)c1 | -12% | -29% | . |
| O=[N+]([O-])c1cccc(/C=N/NC2CCS(=O)(=O)C2)c1 (configuration not stated) | 21% | 8% | 1% |
| COc1ccc2[nH]c(-c3ccccc3)cc2c1 | 8% | 0% | 10% |
| CC(C)(C)OC(=O)N1CCN(C(=O)c2[nH]cnc2C(=O)Nc2nccs2)CC1 | 1% | -10% | 0% |
| COc1ccc(S(=O)(=O)Nc2ccc3cn[nH]c3c2)cc1C | -18% | ? | -2% |
| C=CCn1c(SCc2ccc(Br)cc2F)nc2cc(C(=O)O)ccc2c1=O | -1% | -16% | 10% |
| CC(C)CCSc1nc(N2CCOCC2)c2c(c1C#N)CC(C)(C)OC2 | ? | ? | 3% |
| CCc1ccc(C(=O)C(C)OC(=O)C2COc3ccccc3O2)cc1 (configuration not stated) | -5% | -2% | 0% |
| CCCc1cc(=O)n2nc(N3CCC(C(=O)Nc4c(F)c(F)c(F)c(F)c4F)CC3)sc2n1 | -23% | -19% | 3% |
| CCOC(=O)/C(O)=C/c1ncc(C(F)(F)F)cc1Cl | 23µM* | ? | 0% |
| CCOc1ncccc1C(=O)OCC(=O)NCCc1ccccc1 | 17% | 6% | 0% |
| CC(C)OCCCNC(=O)c1ccc2c(c1)NC(=O)c1ccccc1S2 | -29%&-23% | -22%&-29% | 5% |
| COCCn1c(C)cc(C2=NNC(=Nc3ccccc3F)SC2)c1C | ? | ? | 8% |
| CN(CC(=O)Nc1ccc(F)cc1)C(=O)COC(=O)/C=C/c1ccc(OC(F)F)cc1 | -15% | ? | -5% |
| C=CCn1c(-c2ccc(Cl)cc2)ccc(C#N)c1=O | -10% | -35% | . |
| Cc1ccc(C#CC(C)(O)C(C)(C)C)cn1 (configuration not stated) | -7% | 2% | -1% |
| C/C(Cl)=C/Cn1c(N2CCCC2)nc2c1c(=O)n(C)c(=O)n2C | ? | ? | 2% |
| Cc1ccc(C)c(C2=NNC(=O)CC2)c1 | 0% | -1% | . |
| COc1cccc(N=Nc2ccc3ccccc3c2O)c1 | -23% | ? | . |
| Cc1cccn2cc(COc3cccc([N+](=O)[O-])c3)nc12 | 4% | -4% | 2% |
| O=[N+]([O-])c1ccc(/C=C/c2ccc3cccc([N+](=O)[O-])c3n2)cc1 | -24% | ? | 0% |
| CCOC(=O)c1[nH]c(CO)c(C(=O)OCC)c1C | 14% | 3% | 3% |
| CC(C)(C)NC(=O)Cn1nnc(-c2ccc(S(C)(=O)=O)cc2)n1 | -2% | -8% | 1% |
| O=C1/C(=C/C=C/c2ccco2)SC(=S)N1c1ccc(O)cc1 | 18µM* | ? | . |
| COc1ccccc1N(C)S(=O)(=O)c1ccc(Cl)c(C(=O)NCCCN2CCOCC2)c1 | -24% | -5% | 0% |
| CCCN(CC(=O)Nc1ccccc1C)C(=O)c1ccc(NC2CC2)c([N+](=O)[O-])c1 | -24% | -22% | 1% |
| NC(CSCC(=O)O)C(=O)O (configuration not stated) | -8% | -3% | 4% |
| CCCCNc1nc2ccccc2c2nc(-c3ccccc3)nn12 | ? | 21µM* | -1% |
| N#CC1(NC(=O)COC(=O)CCN=C2NS(=O)(=O)c3ccccc32)CCCCC1 | 12% | 0% | 3% |
| O=C(c1cc(-c2ccc(Cl)cc2)on1)N1CCc2ccccc2C1 | 5% | -22% | 7% |
| CCN(CC)c1ccc(O)c(C=Nc2ccc(C)c(C)c2)c1 | 0% | -10% | 5% |
| Cc1ccccc1S(=O)Cc1ccc(C(=O)N2CCN(C3CCCCC3)CC2)o1 (configuration not stated) | -25% | ? | . |
| N#CCSc1nc2ccccc2o1 | 17% | -7% | 5% |
| Cc1ccc(NCC(=O)N/N=C\C(Br)=C\c2ccccc2)cc1 | 3.3µM* | 5.8µM* | 3% |
| Cc1cccc(OCC(=O)Nc2nc3ccc([N+](=O)[O-])cc3s2)c1 | -19% | -12% | 7% |

Look-ups from the entries so far.
`O=C1/C(=C/C=C/c2ccco2)SC(=S)N1c1ccc(O)cc1` in TDP1 cell CPT = 18µM*
`Cc1ccc(C#CC(C)(O)C(C)(C)C)cn1` (configuration not stated) in TDP1 cell CPT = -7%
`NC(CSCC(=O)O)C(=O)O` (configuration not stated) in TDP1 cell noCPT = -3%

(list continues)
| structure | TDP1 cell CPT | TDP1 cell noCPT | TDP1 block |
| --- | --- | --- | --- |
| Cc1ccc(CNC(=O)C2(c3cccs3)CCOCC2)cc1 | -21%&-29% | -19%&-9% | -3%&0% |
| Cc1ccc(C2(CCN)CCOC(C(C)C)C2)cc1 (configuration not stated) | 23µM* | ? | 1% |
| CCOc1ccc(C(c2c(NC(=O)c3ccccc3)sc(C)c2C)N2CCN(CCO)CC2)cc1 (configuration not stated) | 21µM* | 18µM* | -3% |
| CCn1c2ccccc2c2nnc(SCC(=O)c3ccccc3)nc21 | ? | ? | 0% |
| CCc1nc2ccc(C(=O)NCCCN(C)C)cn2c1N(CC)CCOC | 2% | 2% | . |
| Cn1c(=NC(=O)COc2ccccc2)sc2cccc(F)c21 | -19% | -28% | . |
| COc1ccc(CCC(C)Nc2ccc(F)c(F)c2)cc1 (configuration not stated) | 2% | 9% | -3% |
| C=CCC1(Cl)C(=O)C(Cl)=C(N2CCN(C)CC2)C1(OC)OC (configuration not stated) | 0% | -3% | 4% |
| CN(CCO)c1ccc2c(c1)OC[C@@H](Cc1ccccc1)NS2(=O)=O | -9% | -22% | . |
| COC(=O)[C@@]1(C(C)C)N=C(c2cc(OC)c(OC)c(OC)c2)[C@]2(O1)C(=O)N(C)c1ccc(Br)cc12 | ? | ? | . |
| CCN(CC)C1=CC2=CC(=C(C#N)C#N)CCC2CC1 (configuration not stated) | -14% | ? | 1% |
| CC(C)NC(=O)C1(C)CSCC(=O)N1CCCn1ccnc1 (configuration not stated) | 15% | 3% | . |
| Clc1ccc(-n2ncc3c(NCc4cccnc4)ncnc32)cc1Cl | ? | ? | 2% |
| CC(Oc1ccccc1)C(=O)N(CCC1=CCCCC1)c1c(N)n(Cc2ccccc2)c(=O)[nH]c1=O (configuration not stated) | ? | ? | 1% |
| Cc1c(NS(=O)(=O)c2ccc(F)cc2)c(=O)n(-c2ccccc2)n1C | 3% | 6% | . |
| CC(=O)N(Cc1ccccn1)Cc1ccco1 | -6% | 2% | -2% |
| CN(C)S(=O)(=O)N1CCN(Cc2ccccc2)CC1 | -12% | -6% | 0% |
